# Screening results deposited in PubChem by Sanford-Burnham Center for Chemical Genomics.
# SENP8 block-1 = blocks the human protease SENP8; Q96LD8; purified SENP8, Z-RLRGG-aminoluciferin cleavage, luminescence; inhibition, % at 10 µM; hit rate 1.2% among 330,000; AID 2540; in the data active = inhibition above about 50%
# Apaf1 inhib = inhibitors of human Apaf-1 apoptosome | hit rate 0.71% among 330,000 | AID 489030 | O14727 | inhibition, % at 20 µM | reconstituted apoptosome caspase-3 activity, DEVD-Rh110 fluorescence; active = inhibition of at least 40% at 20 µM;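 note: plate controls were DMSO wells for no effect and DEVD-CHO caspase inhibitor wells for full effect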
# Target sequence (O14727 whole entry, looked up): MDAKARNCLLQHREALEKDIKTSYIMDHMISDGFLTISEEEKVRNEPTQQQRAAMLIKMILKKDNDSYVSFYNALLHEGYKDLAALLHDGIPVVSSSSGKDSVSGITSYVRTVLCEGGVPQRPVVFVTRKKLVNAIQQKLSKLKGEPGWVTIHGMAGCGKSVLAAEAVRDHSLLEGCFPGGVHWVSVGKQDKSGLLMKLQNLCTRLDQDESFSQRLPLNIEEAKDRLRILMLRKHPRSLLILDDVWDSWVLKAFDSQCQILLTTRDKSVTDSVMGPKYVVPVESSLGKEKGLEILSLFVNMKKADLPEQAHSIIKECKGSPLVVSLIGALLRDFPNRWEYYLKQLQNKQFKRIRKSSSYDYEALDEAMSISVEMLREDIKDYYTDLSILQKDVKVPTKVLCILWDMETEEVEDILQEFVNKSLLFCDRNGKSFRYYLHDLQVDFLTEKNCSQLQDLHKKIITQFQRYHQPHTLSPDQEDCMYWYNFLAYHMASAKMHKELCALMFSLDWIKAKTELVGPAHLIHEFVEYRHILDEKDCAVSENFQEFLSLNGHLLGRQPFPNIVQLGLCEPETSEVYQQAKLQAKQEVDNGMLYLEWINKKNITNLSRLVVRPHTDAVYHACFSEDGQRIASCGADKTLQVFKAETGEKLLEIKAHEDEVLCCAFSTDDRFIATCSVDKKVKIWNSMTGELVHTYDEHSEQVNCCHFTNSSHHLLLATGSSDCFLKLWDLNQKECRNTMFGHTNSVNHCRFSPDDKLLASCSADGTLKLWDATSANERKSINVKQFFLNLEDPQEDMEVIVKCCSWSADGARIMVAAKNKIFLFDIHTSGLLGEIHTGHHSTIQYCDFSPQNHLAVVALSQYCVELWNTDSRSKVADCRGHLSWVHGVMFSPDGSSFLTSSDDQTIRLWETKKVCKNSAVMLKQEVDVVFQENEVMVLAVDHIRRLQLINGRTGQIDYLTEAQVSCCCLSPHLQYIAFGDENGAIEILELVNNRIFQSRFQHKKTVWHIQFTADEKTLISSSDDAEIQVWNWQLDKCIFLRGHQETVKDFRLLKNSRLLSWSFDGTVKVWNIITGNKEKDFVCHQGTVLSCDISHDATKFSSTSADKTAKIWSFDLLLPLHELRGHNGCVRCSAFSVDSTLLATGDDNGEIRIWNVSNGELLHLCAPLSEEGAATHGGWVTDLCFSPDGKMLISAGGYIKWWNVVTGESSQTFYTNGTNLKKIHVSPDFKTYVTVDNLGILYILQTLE
#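 System – cell-free apoptosome with Apaf-1, procaspase-3 and caspase-9 · Buffer or medium – pH 7.5 Hepes buffer with CHAPS, BSA, DTT · Also added – cytochrome c with DEVD-Rh110 · Times – 30 min compound preincubation, 50 min activation, room temperature · Technique – Rh110 fluorescence intensity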
# SENP6 inh = blocks the human protease SENP6 | Q9GZR1 | Recombinant SENP6 catalytic domain, aminoluciferin luminescence | inhibition, % at 10 µM | hit rate 1.8% among 330,000 | AID 2599;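 active = inhibition above about 50% at the single tested dose, limit read from the data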;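 note: plate controls were DMSO wells with enzyme for no effect and DMSO wells lacking enzyme for full effect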
# SENP8 block-2 = SENP8 (human) protease inhibition | Q96LD8 | recombinant SENP8, Nedd8 substrate fluorescence | inhibition, % at 20 µM | hit rate 0.64% among 360,000 | AID 602440; in the data active = inhibition mostly above about 40%, no sharp cut-off; inactive = mostly below about 27%
# APOBEC3G inh = blocks human APOBEC3G single-stranded DNA deamination | Q9HC16 | inhibition, % at 20 µM | recombinant A3G, ssDNA deamination FAM/TAMRA fluorescence | hit rate 0.28% among 330,000 | AID 493012;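 active = inhibition of at least 40% at 20 µM, with no more than 30% in the related APOBEC3A deaminase screen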;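 note: plate controls were DMSO wells with A3G for no effect and wells lacking A3G enzyme for full effect; some compounds called inactive have numbers as strong as hits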
# SENP1 FRET inh = inhibitors of human SENP1 SUMO protease catalytic domain | Q9P0U3 | recombinant SENP1 catalytic domain, CyPet-SUMO1-YPet FRET cleavage | inhibition, % at 10 µM | hit rate 0.21% among 360,000;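 active = inhibition at least 30% at 10 µM, raw YFP signal under a set limit, fluorescence ratio 0.5 to 1.5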;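 note: 0% = enzyme with DMSO and 100% = no enzyme wells; some results filed as inactive read as strong as hits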
#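 Assay system – human recombinant His6-tagged SENP1 catalytic domain enzyme · Input – SENP1 enzyme, 20 pM final · Buffer or medium – Tris pH 8 buffer plus EDTA, NaCl, BME, BSA, NP40, catalase · Schedule – 50 min reaction at room temperature · Technique – FRET read of cyan and yellow fluorescence · Control set – no-enzyme wells low, DMSO-plus-enzyme wells high control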
# UBC13 inh = blocks human UBC13 polyubiquitin chain formation; hit rate 0.47% among 330,000; TR-FRET; AID 485273; P61088; inhibition, % at 20 µM; in the data active = inhibition above about 45%, passing the limit was not always enough
# SENP7 block = blocks the human protease SENP7; Q9BQF6; recombinant SENP7, Z-RLRGG-aminoluciferin luminescence, 40 min; inhibition, % at 5 µM; hit rate 1.5% among 330,000;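 active = inhibition above about 50% at the single test dose, limit read from the data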;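 note: plate controls were DMSO with enzyme for no effect and no enzyme buffer wells for full effect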
# The depositor's hits bear a star; / = no result given.
# Order of results – SENP8 block-1	Apaf1 inhib	SENP6 inh	SENP8 block-2	APOBEC3G inh	SENP1 FRET inh	UBC13 inh	SENP7 block
CN(C)S(=O)(=O)c1cccc(NC(=O)COC(=O)c2cc(=O)[nH]c(=O)[nH]2)c1
  0	-6	8	3	-4	0	3	5
O=C(COC(=O)c1ccccc1Nc1ccccc1)NCc1ccccc1
  0	7	7	-70	3	-1	4	12
O=C(CNCCc1ccccc1)N1CCc2ccccc2C1
  3	3	8	21	3	-3	1	4
CCC(=O)N1CCN(c2ccc(NC(=S)NC(=O)c3cccc([N+](=O)[O-])c3)cc2)CC1
  3	2	-3	39	-4	3	2	3
CC(=O)N1N=C(c2ccccc2)OC1c1ccc([N+](=O)[O-])s1 (stereo not drawn)
  33	37	66*	61*	0	0	-10	33
O=C(CCC(=O)N1CCOc2ccccc21)NCc1ccccn1
  -1	-1	-13	7	1	1	7	9
CN1CCN(c2ccc(NC(=O)Cc3ccccc3)cc2)CC1
  -9	2	0	5	-5	1	-2	-4
C[n+]1ccccc1N1CCN(c2ccccc2Cl)CC1
  -4	-18	0	1	28	0	0	-2
COc1ccccc1CN1CC(C(=O)NC2CCCCC2)CC1=O (stereo not drawn)
  7	-31	-2	7	-7	1	-6	4
O=C(NC1CCN(S(=O)(=O)c2ccc(Cl)cc2)CC1)c1cccnc1
  3	3	-28	2	-5	-2	3	4
COCC1CCN(C(=O)c2cc(COc3ccc4ncccc4c3)on2)CC1
  3	-2	-10	5	-6	1	18	9
COC(=O)c1sc(N(C)C)c(C#N)c1-c1ccccc1
  -7	-2	-4	-8	-2	1	0	12
COc1ccccc1[C@@]1(C)ON(c2ccccc2C(F)(F)F)C1=O
  -2	11	0	3	-5	1	9	-4
Cc1cc(C)nc(SCC(=O)Nc2ncc3c(n2)CCCC3=O)n1
  -3	1	-6	14	-5	1	3	-1
CCOC(=O)CCCNC(=O)CCNC(=O)c1ccc(OC)cc1
  -4	-1	-2	10	-4	-1	-4	-6
O=C(c1cn(Cc2ccccc2)nc1-c1cccnc1)N1CCN(Cc2ccccc2)CC1
  3	-12	4	-8	-5	1	4	-1
O=C(Nc1ccn(Cc2ccccc2F)n1)c1ccc(COc2ccc(Br)cc2)cc1
  4	-8	-14	6	-3	0	7	1
COc1cc(/C=C2\C(C)=C(C#N)c3nc(N)c(C#N)c(C)c32)ccc1OCC(=O)O
  -4	1	9	-491	4	-19	-6	3
CCN(CC)S(=O)(=O)N1CCC(C(=O)NCc2ccc(C)cc2)CC1
  -7	-13	-10	0	-4	4	-2	-10
COC(=O)C(C)Oc1ccc(-c2nccc(-c3ccc(F)cc3)n2)cc1 (stereo not drawn)
  -4	18	-27	3	-8	0	2	-2

# Of the compounds above, these have four or more nitrogen atoms.
# Order of results – SENP8 block-1	Apaf1 inhib	SENP6 inh	SENP8 block-2	APOBEC3G inh	SENP1 FRET inh	UBC13 inh	SENP7 block
CN(C)S(=O)(=O)c1cccc(NC(=O)COC(=O)c2cc(=O)[nH]c(=O)[nH]2)c1
  0	-6	8	3	-4	0	3	5
CCC(=O)N1CCN(c2ccc(NC(=S)NC(=O)c3cccc([N+](=O)[O-])c3)cc2)CC1
  3	2	-3	39	-4	3	2	3
Cc1cc(C)nc(SCC(=O)Nc2ncc3c(n2)CCCC3=O)n1
  -3	1	-6	14	-5	1	3	-1
O=C(c1cn(Cc2ccccc2)nc1-c1cccnc1)N1CCN(Cc2ccccc2)CC1
  3	-12	4	-8	-5	1	4	-1
COc1cc(/C=C2\C(C)=C(C#N)c3nc(N)c(C#N)c(C)c32)ccc1OCC(=O)O
  -4	1	9	-491	4	-19	-6	3

# Next compounds:
# Order of results – SENP8 block-1	Apaf1 inhib	SENP6 inh	SENP8 block-2	APOBEC3G inh	SENP1 FRET inh	UBC13 inh	SENP7 block
c1ccc2sc(NN=C3CCCC3)nc2c1
  72*	9	84*	-17	-5	0	4	82*
COc1ccc(CCN(C)Cc2nc(-c3cnccn3)no2)cc1OC
  -7	-2	1	7	-2	-1	-10	-74
O=C1/C(=C\c2ccsc2)N2CCC1CC2
  7	-14	8	11	3	0	-1	2
CCOC(=O)C(=O)N1CCC(C(=O)OC)CC1
  1	12	8	10	-3	1	3	3
CCOC(=O)C(C)Oc1c(C(=O)OC)sc2ncccc12 (stereo not drawn)
  -9	10	-10	-46	-3	1	-10	-6
OCCNc1ncnc2c1ncn2Cc1ccccc1
  -2	3	4	9	2	-2	4	1
CN1C[C@@H]2C[C@@H](c3cccn3-c3nccs3)N3CCC[C@@]23C1=O
  -1	-1	-18	2	1	-1	-8	3
CN(C)C(=O)N1CCN(S(=O)(=O)c2ccc3ccccc3c2)CC1
  12	4	2	-4	-2	1	-7	-7
CN(Cc1cccs1)S(=O)(=O)c1ccc(Cl)cc1F
  -5	3	8	18	-12	1	-7	-8
Cc1ccccc1Cn1ccc(NC(=O)c2nc3ncccn3n2)n1
  -1	-14	5	20	-7	2	2	-4
O=S1(=O)CCOC[C@H](CC2CCCCC2)N1Cc1ccccc1F
  -9	23	5	11	-4	-3	-3	-14
CC(C)c1ccc(-c2nc3c([nH]2)c(=O)n(C)c(=O)n3C)cc1
  0	1	-9	-480	-2	1	4	-5
CCn1c(SCC(=O)N/N=C/C=C\c2ccccc2[N+](=O)[O-])nnc1-c1ccccc1
  3	-2	2	9	-9	1	2	1
CN(C)c1ccc(CN2CCCCCC2)cc1
  -3	0	8	14	-3	-1	-8	6
Cc1nc2nc(SCc3ccccc3)nn2c(C)c1C
  -1	1	-2	13	-10	2	7	5
CCC(=O)N1c2ccc(S(=O)(=O)NCCc3ccc(C)cc3)cc2CC1C (stereo not drawn)
  8	19	2	21	0	2	-4	-4
CCN(CC)S(=O)(=O)c1cc(NC(=O)Cc2ccsc2)ccc1C
  -6	8	-12	4	-7	-5	7	1
COc1cc(/C=N/NC(=O)c2ccc(C)nc2)cc([N+](=O)[O-])c1O
  -10	4	0	21	-4	1	-107	1
CC(=O)Nc1ccc2ccccc2c1
  10	-21	3	6	-4	2	-3	3
CCCNC(=O)NNC(=O)c1ccc(F)cc1
  -1	-4	0	16	1	0	4	-2
CC(NC(=O)/C=C/c1ccccc1)c1ccccc1 (stereo not drawn)
  2	3	19	18	-6	-1	1	3
O=C1CC(NCc2ccc3c(c2)OCO3)C(=O)N1CCc1ccccc1 (stereo not drawn)
  -7	-5	-10	-6	-8	1	4	-2
CC(C)OC(=O)c1nn2c(C(F)(F)F)cc(-c3ccco3)nc2c1Cl
  -1	-7	-3	-377	-5	10	10	-7
O=C(O)CC1=C(Nc2ccccc2)C(=O)N(c2ccccc2)C1c1ccc(Cl)cc1 (stereo not drawn)
  7	-3	18	-16	1	-1	4	4
COC(=O)[C@H](CCSC)NC(=O)c1cc2c(cn1)[nH]c1ccccc12
  7	4	11	-72	57*	-9	12	1
COCCN(C(=O)c1snc(C(N)=O)c1N)C(C(=O)NC1CCCCC1)c1cc(OC)c(OC)c(OC)c1 (stereo not drawn)
  4	6	-4	-181	-3	0	3	2
COc1ccc(S(=O)(=O)N2CCOCC2)cc1NC(=O)COC(=O)C1CCC1
  -7	1	3	20	0	0	5	0
CC(C)(c1ccccc1)c1ccc(OCCN2CCOCC2)cc1
  -2	15	-17	19	-6	3	0	-8
Cc1ccc(CC(=O)Nc2ccc(F)c([N+](=O)[O-])c2)cc1
  4	8	16	25	5	3	4	6
O=[N+]([O-])c1ccccc1S(=O)(=O)N1CCN(c2ccccc2)CC1
  2	10	8	8	1	1	-5	0
CCC(=O)Nc1ccc(/C(C)=N/NC(=O)c2c(Br)c(C)nn2C)cc1
  -3	-2	8	8	3	6	-12	-3
OCCN1CCN(CC(O)COC(c2ccc(F)cc2)c2ccc(F)cc2)CC1 (stereo not drawn)
  -7	-3	-7	8	-7	3	4	-3
O=C(Cc1ccc(NC2=NC3CS(=O)(=O)CC3S2)cc1)NCc1ccccc1Cl (stereo not drawn)
  1	3	-6	-5	8	2	6	-9
c1ccc2c(c1)OCCOCCOCCOCCOCCOc1ccccc1OCCOCCOCCO2
  -3	2	6	7	0	4	-2	-1
Cn1nc(C(=O)NCc2ccccc2CN2CCCC2)c2ccccc2c1=O
  11	1	-7	19	-12	-1	0	2
COc1ccc(-c2cnn3c4c(c(C)nc23)CCN4C2CCCC2)cc1OC
  0	19	8	-200	-1	-2	7	7
Cc1cc(C)c(NC(=O)c2cnn(C)c2)c(C)c1
  -2	-10	7	9	-5	-63	1	1
Cc1cccc(NC(=O)CCC(=O)N/N=C/c2cccnc2)c1
  6	-2	-9	3	-6	2	-15	-3
CC(=O)NS(=O)(=O)c1ccc(NC(=O)NC2CCCCC2)cc1
  -7	-5	2	13	-3	4	2	2
CC(C)=C1SC(N2CCN(c3cccc(C)c3)CC2)=NC1=O
  -4	5	-11	2	-7	2	-6	-8

# In another format: results already given.
> CC(C)c1ccc(-c2nc3c([nH]2)c(=O)n(C)c(=O)n3C)cc1
  SENP8 block-1: 0
  Apaf1 inhib: 1
  SENP6 inh: -9
  SENP8 block-2: -480
  APOBEC3G inh: -2
  SENP1 FRET inh: 1
  UBC13 inh: 4
  SENP7 block: -5

> CCn1c(SCC(=O)N/N=C/C=C\c2ccccc2[N+](=O)[O-])nnc1-c1ccccc1
  SENP8 block-1: 3
  Apaf1 inhib: -2
  SENP6 inh: 2
  SENP8 block-2: 9
  APOBEC3G inh: -9
  SENP1 FRET inh: 1
  UBC13 inh: 2
  SENP7 block: 1

> CN(C)c1ccc(CN2CCCCCC2)cc1
  SENP8 block-1: -3
  Apaf1 inhib: 0
  SENP6 inh: 8
  SENP8 block-2: 14
  APOBEC3G inh: -3
  SENP1 FRET inh: -1
  UBC13 inh: -8
  SENP7 block: 6

> Cc1nc2nc(SCc3ccccc3)nn2c(C)c1C
  SENP8 block-1: -1
  Apaf1 inhib: 1
  SENP6 inh: -2
  SENP8 block-2: 13
  APOBEC3G inh: -10
  SENP1 FRET inh: 2
  UBC13 inh: 7
  SENP7 block: 5

# SENP6 inh: entries above that show a hit.
molecule	SENP6 inh	APOBEC3G inh	SENP1 FRET inh	UBC13 inh	SENP7 block
CC(=O)N1N=C(c2ccccc2)OC1c1ccc([N+](=O)[O-])s1 (stereo not drawn)	66*	0	0	-10	33
c1ccc2sc(NN=C3CCCC3)nc2c1	84*	-5	0	4	82*

# (list continues)
# Order of results – SENP8 block-1	Apaf1 inhib	SENP6 inh	SENP8 block-2	APOBEC3G inh	SENP1 FRET inh	UBC13 inh	SENP7 block
CC(C(=O)N(C)C)N(C#N)c1nc(N(C)C)nc(N(C)C)n1 (stereo not drawn)
  5	-4	2	9	-2	-24	2	-3
COc1ccc(C(=O)NNC(=S)NC(=O)c2ccccc2)cc1
  7	-11	-6	10	-6	-1	-20	2
COC(=O)[C@@]1(Cc2ccc(OC)cc2)[C@H]2c3cc(C(=O)N(C)C)n(Cc4ccc(OC(F)(F)F)cc4)c3C[C@H]2CN1C(=O)c1ccccc1
  2	24	-14	/	2	/	18	-1
CCN(CC)CCn1c(NC(=O)c2ccc(Cl)cc2)nc2ccccc21
  -6	-5	1	-62	-5	3	24	6
Cc1cc(C)c(OCC(=O)N2CC=C(c3ccccc3)CC2)c(C)c1
  -10	23	-5	2	-7	-2	-2	-12
Cc1c(C(=O)N2CCOCC2)oc2ccccc12
  -7	0	-20	2	-2	0	-1	-5
Cc1cc(C)cc(C(=O)NC2CC(C)(C)NC(C)(C)C2)c1
  -4	-15	5	-1	-9	1	10	-2

# Arranged by value in APOBEC3G inh (falling): three of the compounds above
compound	APOBEC3G inh
COC(=O)[C@@]1(Cc2ccc(OC)cc2)[C@H]2c3cc(C(=O)N(C)C)n(Cc4ccc(OC(F)(F)F)cc4)c3C[C@H]2CN1C(=O)c1ccccc1	2
Cc1c(C(=O)N2CCOCC2)oc2ccccc12	-2
CCN(CC)CCn1c(NC(=O)c2ccc(Cl)cc2)nc2ccccc21	-5
